# Source: PubChem (National Center for Advancing Translational Sciences (NCATS))
# NIH3T3 tox: kills NIH 3T3 cells. NIH 3T3 viability, CellTiter-Glo ATP luminescence, 48-72 h. Potency, µM (top dose mostly 96.7 µM), for the others: at the top dose activity change, negative = cytotoxicity, usual class: inhibitors. 4.3% of 94,000 active. AID 1345082; further: potency means the concentration at half of the fitted maximal effect; nearly all actives have a fitted effect of over 55% in size
#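 Cytotoxicity is measured as loss of cellular ATP: NIH 3T3 cells (400/well) are exposed to compound for 48 or 72 hr at 37 °C, then CellTiter-Glo luminescence is imaged after 10 min at room temperature.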
# SNCA expr inh: SNCA gene expression inhibition; HEK-293 SNCA-luciferase knock-in, luminescence, 24 h; Potency, µM (titrated, usually from 57.2 µM), inactives show at the top dose activity change, negative = inhibition, hits mostly inhibitors; AID 1671194; 0.17% of 140,000 active;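 further: potency means the concentration at half of the fitted maximal effect; plate controls were DMSO cells for no effect and cell-free wells for full effect; nearly all actives have a fitted effect of over 45% in size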
# IP6K1 inh: inhibitors of human IP6K1 | Q92551 | IP6K1 kinase, ADP-Glo luminescence, 2 h; active compounds read low | activity change, % (series mostly up to about 58 µM) | 0.81% of 140,000 active | AID 1645851; in the data active means activity change below about -25%
#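 ADP-Glo luminescence measures ADP made by human IP6K1 during a 2 h RT reaction with ATP/IP6 (mix at 1.3 mM/130 uM); top library doses 57.5 and 19.1 uM final.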
# HEK cytotox: kills HEK 293 cells; HEK 293 viability, ATP luminescence (CellTiter-Glo), 48-72 h; Potency, µM (top dose mostly 115 µM), for inactives: top-dose activity change, negative = cytotoxicity, usual class: inhibitors; 6.6% of 94,000 active; AID 1345083; further: potency means the concentration at half of the fitted maximal effect; nearly all actives have a fitted effect of over 60% in size
#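 Read-out: CellTiter-Glo ATP luminescence. Cells: HEK 293, 250 cells/well. Exposure: 48 or 72 hr, 37 degree Celsius.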
# HEK293 viab: counter-screen for SNCA expression inhibitors: cell viability. HEK-293-SNCA-luc viability, GF-AFC fluorescence, 24 h. Potency, µM (top dose mostly 57.1 µM), for the others: top-dose activity change, negative = cytotoxicity, usual class: cytotoxic. 0.12% of 150,000 active. AID 1671193;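 further: potency means the concentration at half of the fitted maximal effect; 0% = DMSO-treated cells and -100% = medium-only wells without cells; nearly all actives have a fitted effect of over 30% in size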
#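 Cytotoxicity counterscreen: after 24 h compound treatment of genome-edited SNCA-luciferase HEK-293 cells, live-cell protease substrate GF-AFC read by fluorescence after 30 min; activity scaled between DMSO (0%) and medium-only (-100%), curves Hill-fitted.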
# GPT2 inhibitor: blocks human glutamate pyruvate transaminase 2. Potency, µM (highest dose often 57.7 µM), inactives show top-dose activity change, negative = inhibition, most hits filed as inhibitors. Recombinant GPT2, coupled pyruvate oxidase/HRP Amplex Red fluorescence. 0.25% of 100,000 active. Q8TD30; further: potency means the concentration at half of the fitted maximal effect; nearly all actives have a fitted effect of over 60% in size; many of its hits are not listed in these tables
# Target sequence (Q8TD30 whole entry, looked up): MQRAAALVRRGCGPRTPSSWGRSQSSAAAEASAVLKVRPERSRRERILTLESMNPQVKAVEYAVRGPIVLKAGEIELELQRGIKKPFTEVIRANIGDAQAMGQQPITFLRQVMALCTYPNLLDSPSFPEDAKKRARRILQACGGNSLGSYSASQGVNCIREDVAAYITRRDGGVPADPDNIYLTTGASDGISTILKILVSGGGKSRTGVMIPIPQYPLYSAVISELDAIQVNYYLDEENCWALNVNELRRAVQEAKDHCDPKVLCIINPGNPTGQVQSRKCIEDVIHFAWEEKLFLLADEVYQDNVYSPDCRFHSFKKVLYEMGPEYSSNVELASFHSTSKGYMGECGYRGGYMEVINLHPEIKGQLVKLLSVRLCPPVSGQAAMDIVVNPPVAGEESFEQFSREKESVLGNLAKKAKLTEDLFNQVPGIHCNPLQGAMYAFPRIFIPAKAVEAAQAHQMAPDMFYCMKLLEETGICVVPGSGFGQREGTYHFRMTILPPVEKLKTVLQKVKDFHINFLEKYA
#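 Inhibition is scored from Amplex Red fluorescence generated when pyruvate oxidase and HRP act on pyruvate released by GPT2. Reactions contain 10ng/uL enzyme, 250uM a-KG and 2mM L-alanine and run 30 min at room temperature.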
# Luciferase inh: inhibitors of firefly (Photinus pyralis) luciferase; P08659; 2.5% of 76,000 active; purified P. pyralis luciferase, luminescence, biochemical; Potency, µM (highest dose often 115 µM), for inactives: top-dose activity change, negative = inhibition, most hits filed as inhibitors; further: potency means the concentration at half of the fitted maximal effect; nearly all actives have a fitted effect of over 65% in size
# Target sequence (P08659 whole entry, looked up): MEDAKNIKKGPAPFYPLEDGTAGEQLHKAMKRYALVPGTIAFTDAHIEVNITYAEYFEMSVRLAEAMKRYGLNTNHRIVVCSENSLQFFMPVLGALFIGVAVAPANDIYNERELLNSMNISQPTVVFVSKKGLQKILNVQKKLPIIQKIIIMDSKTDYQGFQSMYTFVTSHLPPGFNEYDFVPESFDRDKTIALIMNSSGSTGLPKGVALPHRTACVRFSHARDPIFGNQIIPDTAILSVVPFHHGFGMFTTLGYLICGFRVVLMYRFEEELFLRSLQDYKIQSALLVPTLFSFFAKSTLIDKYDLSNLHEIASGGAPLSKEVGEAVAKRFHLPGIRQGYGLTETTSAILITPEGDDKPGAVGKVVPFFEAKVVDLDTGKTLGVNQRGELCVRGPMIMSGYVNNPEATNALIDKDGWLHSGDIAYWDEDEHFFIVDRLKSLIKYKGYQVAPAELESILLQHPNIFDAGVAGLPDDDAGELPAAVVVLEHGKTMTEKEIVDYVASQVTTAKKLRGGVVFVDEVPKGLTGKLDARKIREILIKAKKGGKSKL
#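 Inhibitors were tested against purified firefly luciferase in a biochemical, low-substrate format (both substrates at 10uM) and luminescence measured with a CCD imager.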
# * marks the source's active call; other numbers are inactive results; i = inactive; ? = inconclusive; · = no result given; [ ] = remark or other dose. Unless noted, the call rests on the fitted dose curve; in most records, active means well fitted curve in the direction sought with a large enough effect; inconclusive means small, poorly fitted or top-dose-only effect, or another doubt; inactive means no such curve, though single readings can be large; an effect the other way counts as inactive or inconclusive. Unless noted, on the % scale 0 is the no-effect control and ±100 the full control effect. Compounds were not picked by outcome; any-hit rate near 7.7%.
SMILES,NIH3T3 tox,SNCA expr inh,IP6K1 inh,HEK cytotox,HEK293 viab,GPT2 inhibitor,Luciferase inh
CC(C)(C)c1ccc(C(=O)N2CCN(C(=O)c3nnn4c3COC(c3ccc(F)cc3)C4)CC2)cc1 (centres undefined),?,-18.2%,-4.1,?,-12.6%,i,3.1%
CN(CC1CCOC1)S(=O)(=O)c1ccc2c(c1)CCC2 (centres undefined),0.0%,-0.7%,18.1,2.3%,8.0%,-0.1%,-0.3%
COc1ccc(C(C)C)cc1C1c2nc[nH]c2CCN1Cc1nc[nH]c1C (centres undefined),2.4%,9.4%,-6.2,-9.7%,-2.7%,-12.4%,-1.2%
COc1ccc(CCN2Cc3cc(NC(=O)c4ccccc4)ccc3OCC2=O)cc1,?,-0.4%,-1.1,?,10.3%,i,?
COc1ccc(OC)c(CNC(=O)c2ccc(Sc3ccc(Cl)cc3)c(NC(C)=O)c2)c1,·,2.6%,-8.6,·,-3.6%,·,·
Cc1cc(C)c2[nH]c(C(=O)NCc3ccc(C(=O)N(C)C)o3)c(C)c2c1,?,1.7%,11.6,?,13.4%,-42.1%,-13.5%
COC(=O)c1c(-c2cccs2)csc1NC(=O)c1ccc(OC)c(OC)c1,·,9.6%,-6.6,·,-6.6%,·,·
CCOC(=O)c1ccc(NC(=O)CSc2nccn2-c2cc(C)cc(C)c2)cc1,·,-11.3%,-27.4*,·,0.2%,·,·
COc1ccc(CCNC(=O)Cn2cc(S(=O)(=O)Cc3ccccc3F)c3ccccc32)cc1OC,·,50.3%[activator],-17.4,·,-29.7%,·,·
CCNC(=O)C1CCN(c2nc3ccccc3nc2C(F)(F)F)CC1,·,-4.3%,14.2,·,-3.6%,·,·
O=C(CCCc1ccccc1)N1CCC(Cc2nncn2-c2ccccc2)C1 (centres undefined),-33.4%,6.7%,0.8,-21.5%,2.5%,i,·
COc1cc2c(cc1OC)C(COc1ccc(C(C)C)cc1)N(C(=O)c1ccc(S(=O)(=O)N3CCCC3)cc1)CC2 (centres undefined),·,-7.2%,3.0,·,8.1%,·,·
COc1ccc(CC(=O)N[C@@H]2CN(C)C[C@H]2CN(C)C)cc1Cl,-3.4%,10.8%,-8.8,-6.7%,2.5%,i,-0.8%
O=C(c1ccoc1)N1CCC(Nc2cccnc2)C1 (centres undefined),i,-32.0%,-0.1,-3.7%,-26.2%,i,9.1%
COc1ccc(CCC(=O)N2CC[C@H]3C(=O)NCCCCCCN(Cc4ccncc4)[C@@H]3C2)cc1,?,10.2%,3.7,1.0%,-4.5%,i,-4.2%
Cc1cccc(NC(=O)c2oc3ccccc3c2NC(=O)Cc2coc3ccc(C(C)C)cc23)c1,·,189.4%[activator],0.6,·,18.6%,·,·
C[S+](=O)([O-])c1ccc(-c2cc(C(=O)N3CCCC3)nn3cccc23)cc1,?,13.5%,1.8,?,-12.7%,-11.9%,·
Cc1ccc(-c2noc(-c3ccccc3OCC(=O)Nc3ccccc3[N+](=O)[O-])n2)cc1,·,50.8%[activator],-6.4,·,10.7%,·,·
Cc1noc(C)c1[S+](=O)([O-])N1CCC2(C1)N=C(c1cccnc1)C(=O)N2 (centres undefined),-11.3%,-2.6%,-3.2,-0.3%,1.3%,i,1.6%
CCOc1ccc(NC(=O)CCn2c(=O)c3cccn3c3cccnc32)cc1,·,-21.2%,1.2,·,7.3%,·,·
Cc1ccc(N2CCC(NC(=O)c3cccc(Br)c3)C2=O)cc1 (centres undefined),-24.1%,3.5%,-12.5,-12.5%,-2.0%,1.9%,-8.7%
COC1CC(O[C@H]2CC[C@@]3(C)C(=CC[C@]4(O)C3[C@H](O)[C@@H](O)[C@]3(C)[C@@H]([C@H](C)O)CC[C@@]34O)C2)OC(C)C1OC1CC(OC)C(OC2CC(OC)C(OC3OC(C)C(OC4OC(CO)C(O)C(O)C4O)C(OC)C3O)C(C)O2)C(C)O1 (some centres undefined),·,·,2.3,·,?,i,·
O=C(Cc1cccnc1)N1CCN(c2ccc3nnc(C4CC4)n3n2)CC1,-13.5%,·,12.0,0.6%,·,·,·
O=C(NC[C@H]1O[C@@H](CO)[C@@H](O)[C@H]1N1CCN(c2ccc(F)cc2)CC1)c1ccc(F)c(Cl)c1,-22.6%,2.6%,-15.3,-3.8%,-1.2%,-4.0%,-5.6%
COCCNC(=O)[C@@H]1CCC[C@@H](N(C)C)CN(C)C(=O)C1,i,7.0%[87.6 µM],-1.7,-1.1%[172 µM],-0.5%[87.6 µM],0.4%[88.5 µM],0.0%[172 µM]
CCc1cccc(NC(=O)C2CCN(S(=O)(=O)c3cccc(-c4noc(C)n4)c3)CC2)c1,·,?,46.2,·,0.5%,·,·
O=C(c1cccc(OC(F)F)c1)N1CCn2nc(C(O)C3CC3)cc2C1 (centres undefined),-29.0%,4.0%,-14.1,-2.7%,-3.6%,4.6%,0.8%
CCOc1cccc(CNC(=O)[C@H]2CCC[C@H]2NC(=O)c2cnc(C)cn2)c1,1.5%,10.8%,15.6,-24.8%,-1.8%,i,-1.9%
Cc1cc2c(-c3ccc(S(C)(=O)=O)cc3)nc(-c3c(C)noc3C)cc2[nH]1,?,54.7%[activator][87.6 µM],-19.4,?,-2.2%[87.6 µM],1.8%[88.5 µM],11.9%[172 µM]
O=C(Nc1ccccc1)c1cc2n(n1)CC(c1ccc3c(c1)OCO3)OC2 (centres undefined),?,2.2%,22.3,?,-9.7%,i,?
Cc1ccc(-n2c(=O)c3c(cnn3C)n(CC(=O)Nc3ccccc3C)c2=O)cc1,·,-13.8%,-1.0,·,-8.3%,·,·
CCCCC(=O)N(Cc1ccc(-c2ccccc2-c2nn[nH]n2)cc1)C(C(=O)O)C(C)C (centres undefined),·,·,-1.7,·,8.3%,-9.6%,·
Cc1ccc(CN(C(=O)COc2ccc(C(C)(C)C)cc2)C2CCS(=O)(=O)C2)o1 (centres undefined),·,-17.1%,19.8,·,-6.2%,·,·
Nc1nc(C2CC(O)C2)cc(N2CC(N3CCOCC3)C2)n1 (centres undefined),-22.3%,-1.7%,-3.4,-15.4%,7.0%,i,0.0%
CCOC1CCOC2(CCN(C(=O)c3ccccc3)CC2)C1 (centres undefined),-24.7%,22.4%,15.8,-21.8%,-13.9%,-11.9%,·
COCCn1c(C)nnc1-c1cc(-c2cccc(N(C)C)c2)ccn1,?,-5.1%[87.6 µM],-11.7,?,4.2%[87.6 µM],i,1.7%[172 µM]
COc1ccc2[nH]c3c(c2c1)CCN(C)C31CCN(C(=O)c2cn(C)cn2)CC1,-17.4%,-7.2%,-2.9,-19.1%,-5.9%[12.5 µM],-19.8%,-5.9%
Cc1cc(C)nc(N2CC3(COCC(=O)N(Cc4cccc(OC(F)(F)F)c4)C3)C2)n1,-7.3%[138 µM],-2.1%[87.6 µM],-4.2,?,-6.4%[87.6 µM],-13.9%[88.5 µM],1.5%[172 µM]
CC(C)CCNC(=O)c1c(OCC2CC2)cc(=O)n2c1CCCCC2,35.5µM*,-7.4%,14.0,?,-5.5%,i,6.0%
CCc1csc(CNC2CCN(C(=O)c3ccccc3)CC2)n1,-1.7%,6.9%,19.0,-21.1%,-2.4%,i,-1.2%

# Reformatted tab-delimited: 8 of the compounds above
canonical_smiles	NIH3T3 tox	SNCA expr inh	IP6K1 inh	HEK cytotox	HEK293 viab	GPT2 inhibitor	Luciferase inh
Cc1ccc(CN(C(=O)COc2ccc(C(C)(C)C)cc2)C2CCS(=O)(=O)C2)o1 (centres undefined)	·	-17.1%	19.8	·	-6.2%	·	·
Nc1nc(C2CC(O)C2)cc(N2CC(N3CCOCC3)C2)n1 (centres undefined)	-22.3%	-1.7%	-3.4	-15.4%	7.0%	i	0.0%
CCOC1CCOC2(CCN(C(=O)c3ccccc3)CC2)C1 (centres undefined)	-24.7%	22.4%	15.8	-21.8%	-13.9%	-11.9%	·
COCCn1c(C)nnc1-c1cc(-c2cccc(N(C)C)c2)ccn1	?	-5.1%[87.6 µM]	-11.7	?	4.2%[87.6 µM]	i	1.7%[172 µM]
COc1ccc2[nH]c3c(c2c1)CCN(C)C31CCN(C(=O)c2cn(C)cn2)CC1	-17.4%	-7.2%	-2.9	-19.1%	-5.9%[12.5 µM]	-19.8%	-5.9%
Cc1cc(C)nc(N2CC3(COCC(=O)N(Cc4cccc(OC(F)(F)F)c4)C3)C2)n1	-7.3%[138 µM]	-2.1%[87.6 µM]	-4.2	?	-6.4%[87.6 µM]	-13.9%[88.5 µM]	1.5%[172 µM]
CC(C)CCNC(=O)c1c(OCC2CC2)cc(=O)n2c1CCCCC2	35.5µM*	-7.4%	14.0	?	-5.5%	i	6.0%
CCc1csc(CNC2CCN(C(=O)c3ccccc3)CC2)n1	-1.7%	6.9%	19.0	-21.1%	-2.4%	i	-1.2%

# Later entries
SMILES,NIH3T3 tox,SNCA expr inh,IP6K1 inh,HEK cytotox,HEK293 viab,GPT2 inhibitor,Luciferase inh
CNCC(=O)N[C@@H]1C=C(C(=O)N[C@H](CC(C)C)C(N)=O)C[C@@H](O)[C@@H]1O,i,-13.9%[87.6 µM],3.5,i,13.5%[87.6 µM],0.1%[88.5 µM],-4.3%[172 µM]
COc1cc(F)ccc1-c1ccc(COc2ccc3c(cnn3CCC(=O)O)c2)cc1,-21.2%[138 µM],-1.0%[87.6 µM],-9.1,?,-7.5%[87.6 µM],-4.2%[88.5 µM],44.7µM*
Cc1cccc(NC(=O)C2CCCN(c3nnc(-n4c(C)ccc4C)s3)C2)c1C (centres undefined),·,-23.6%,-11.9,·,?,·,·
COc1ccc(C2=NS(=O)(=O)N(C)C(C(=O)Nc3ccc(OC(F)(F)F)cc3)=C2)cc1,·,?,-3.4,·,-5.5%,·,·
CNC(C)c1cccc(OC)c1 (centres undefined),i,?,-7.0,i,2.9%[87.6 µM],-9.3%[88.5 µM],·
O=C(Nc1ccccc1)[C@@H]1C[C@H](c2ccc(F)cc2)N([S+](=O)([O-])C2CC2)C1,?,-4.9%[87.6 µM],3.9,?,4.2%[87.6 µM],-5.3%[88.5 µM],-0.3%[172 µM]
COc1ccc(Nc2ccc3c(n2)CN(Cc2ccccc2)C(=O)CO3)cn1,?,-0.4%[87.6 µM],-14.2,79.4µM*,-10.4%[87.6 µM],i,-2.2%[172 µM]
O=C(/C=C/c1ccc(O)cc1)OCC1=C[C@@H](O)[C@@H]2C=CO[C@@H](O[C@@H]3O[C@H](CO)[C@@H](O)[C@H](O)[C@H]3O)[C@H]12,·,·,-3.7,·,-1.1%[23.9 µM],i,·
